Screens: PubChem BioAssay, several laboratories
PABP1 MLLE inh: inhibitors of microRNA-mediated deadenylation, human PABP1 MLLE binding; GST-MLLE / FITC-PAM2 fluorescence polarization; P11940; AID 588489; inhibition, % at 20 µM; 360,000 compounds, 0.36% hits; in the data active = inhibition above about 35%, passing the limit was not always enough;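 note: plate controls were DMSO wells with GST-MLLE for no effect and wells lacking GST-MLLE protein for full effect; some results filed as inactive read as strong as hits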
Tb MetRS inh: Trypanosoma brucei MetRS inhibition | 360,000 compounds, 0.4% hits | purified T. brucei MetRS, ATP depletion, Kinase-Glo luminescence | inhibition, % at 11.9 µM | AID 624268;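 active = inhibition above a per-plate cutoff of the control wells' mean inhibition plus 3 SD, cut at about 5.5% in these data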;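 note: 0% = DMSO wells median and 100% = median of wells with control inhibitor compound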
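System: purified T. brucei MetRS enzyme / Detection: Kinase-Glo luciferase luminescence reporting remaining unconsumed ATP / Medium: HEPES buffer with MgCl2, KCl, DTT, spermine, BSA, pyrophosphatase / Replication: singlicate, one well per compound / Evaluation: percent inhibition relative to median high and low control wells / Schedule: 2 h aminoacylation at 25 °C after 15 min preincubation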
CSN deneddyl inh: inhibitors of human CSN-mediated cullin deneddylation; 360,000 compounds, 0.38% hits; Purified CSN, SCF-Nedd8-OG deneddylation, fluorescence polarization; Q92905; AID 651999; inhibition, % at 12.5 µM;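 active = pattern-corrected inhibition above about 35%, with an unprinted fluorescence ratio check between 0.5 and 1.5, limit read from the data, passing the limit was not always enough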;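 note: 0% = enzyme with substrate and 100% = substrate without enzyme; some results filed as inactive read as strong as hits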
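test system = HEK293T-derived human Csn5 enzyme | amount = 0.24 nM Csn5 enzyme, final concentration | medium = Tris/NaCl/DTT buffer, pH 7.5 | schedule = 90 min reaction at room temperature | signal = FP | evaluation = inhibition of Csn5 cleavage, % | compound dosing = single dose of 12.5 µM compound with 0.25% DMSO | probe or stimulus = 10 nM SCFSkp2-Nedd8OG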
MsrA inhibitor: inhibitors of bovine MsrA; purified bovine MsrA, absorbance read-out; inhibition, % at 15.5 µM; 360,000 compounds, 0.75% hits; AID 651718; in the data active = inhibition above about 4.5%;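 note: 0% = vehicle wells with enzyme and 100% = reference inhibitor wells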
FAS TE block: FAS thioesterase (human) inhibition; 360,000 compounds, 0.67% hits; recombinant FAS-TE, OMFH fluorogenic substrate, fluorescence endpoint; AID 602261; inhibition, % at 15 µM;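 active = compounds whose normalised, plate-corrected inhibition of enzyme fluorescence in the single-dose primary screen is 50% or more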;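 note: 0% = DMSO with enzyme and 100% = substrate without enzyme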
Rin1 Abl inh: blocks binding of human Rin1 to Abl; inhibition, % at 7.35 µM; TR-FRET Rin1/Abl binding, biochemical; AID 588664; 360,000 compounds, 0.4% hits; in the data active = inhibition above about 5%, passing the limit was not always enough
Neddylation inh: inhibitors of human cullin neddylation. P61081+Q13564. TR-FRET cullin neddylation, biochemical. calls only at 25 µM. 360,000 compounds, 0.58% hits. AID 651699; in the data active = inhibition above about 36%
bovine MsrA act: activators of bovine methionine sulfoxide reductase A; purified bovine MsrA, absorbance read-out; activation, % at 10.6 µM; 360,000 compounds, 0.3% hits; in the data active = activation above about 7.5%;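 note: 0% = vehicle and 100% = reference activator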
eLon inh: E. coli protease La inhibition | purified E. coli Lon protease, fluorescence polarization | inhibition, % at 7.94 µM | 360,000 compounds, 0.42% hits; in the data active = inhibition above about 13%, passing the limit was not always enough;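 note: 0% = enzyme with probe and DMSO and 100% = no enzyme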
Starred values were filed as active, the others as inactive; i = inactive; · = not tested or not shown; + = active, no number. The order is random. About 4% of those tested had a hit in this group.

SMILES	PABP1 MLLE inh	Tb MetRS inh	CSN deneddyl inh	MsrA inhibitor	FAS TE block	Rin1 Abl inh	Neddylation inh	bovine MsrA act	eLon inh
CC(C)CC(NC(=O)OC(C)(C)C)c1cn([C@@H](Cc2ccc(O)cc2)C(=O)N2CCN(C(=O)OC(C)(C)C)CC2)nn1 (stereo partly drawn)	-10	-0.2	-4	-1.1	-5	4	i	-1	-8
COc1ccc(NC(=O)N2CCCC(c3nc(-c4ccc(OC)cc4)no3)C2)cc1 (stereo not drawn)	-9	-0.4	2	0.1	9	-2	i	-4	-1
Cc1ccc(-c2cc(C(=O)OCC(=O)NC3CC3)c3ccccc3n2)cc1	0	-0.4	4	0.4	9	-4	+	-5	5
Cc1cc(C(=O)O)cc(S(=O)(=O)N2CCOCC2)c1C	-2	-0.7	2	-0.3	-4	3	i	0	-3
Cc1ccccc1NC(=O)Cc1ccccc1	16	-0.8	-4	-0.1	-2	3	i	1	2
CNC(=O)COC(=O)/C=C/c1cn(-c2ccccc2)nc1-c1ccc(C)o1	-6	0.3	-1	0.5	6	-1	·	-5	-2
O=C(N[C@@H](Cc1ccccc1)C(=O)N[C@@H](Cc1ccccc1)C(=O)O)OCc1ccccc1	0	-0.1	1	-1.1	-4	1	i	-3	-3
CN(CC(=O)O)Cc1oc(CO)cc(=O)c1O	19	-0.5	-6	0.1	-6	3	i	-6	-10
O=C(NC1CCCC1)c1ccc(COCC(F)(F)F)o1	-9	-1.2	-4	1.6	-12	2	i	-6	-1
O=C(OCC(=O)N1CCCC1)c1cc(Cl)ccc1Cl	-8	-0.8	3	1.7	-4	-2	i	-14	2
Cc1ccc2nc(NCCCO)nc(-c3ccccc3)c2c1	3	-1.0	-1	-0.2	-8	1	·	-5	-3
COc1ccc(Nc2cc(C)nc(NCc3ccccc3)n2)cc1	0	1.9	4	-1.5	-2	2	i	-13	3
O=C(O)c1ccc(NC(=O)c2ccc3c(c2)C(=O)N(CC2CCCO2)C3=O)cc1 (stereo not drawn)	-3	-0.4	3	1.2	-3	3	i	0	5
COc1ccc2nc(NCCCO)[nH]c2c1	-47	-0.1	-2	1.6	-7	-3	i	-4	-1
CCN(C[C@H]1N[C@@](CC)(C(=O)OC)[C@H]2C(=O)N(Cc3ccccc3)C(=O)[C@@H]12)C(=O)COC	1	0.8	-3	0.7	-8	-1	i	-1	-2

An excerpt of these results, bar-delimited:
structure | PABP1 MLLE inh | Tb MetRS inh | CSN deneddyl inh | MsrA inhibitor | FAS TE block | Rin1 Abl inh | Neddylation inh | bovine MsrA act | eLon inh
Cc1ccc(-c2cc(C(=O)OCC(=O)NC3CC3)c3ccccc3n2)cc1 | 0 | -0.4 | 4 | 0.4 | 9 | -4 | + | -5 | 5
Cc1cc(C(=O)O)cc(S(=O)(=O)N2CCOCC2)c1C | -2 | -0.7 | 2 | -0.3 | -4 | 3 | i | 0 | -3
Cc1ccccc1NC(=O)Cc1ccccc1 | 16 | -0.8 | -4 | -0.1 | -2 | 3 | i | 1 | 2
CNC(=O)COC(=O)/C=C/c1cn(-c2ccccc2)nc1-c1ccc(C)o1 | -6 | 0.3 | -1 | 0.5 | 6 | -1 | · | -5 | -2
O=C(N[C@@H](Cc1ccccc1)C(=O)N[C@@H](Cc1ccccc1)C(=O)O)OCc1ccccc1 | 0 | -0.1 | 1 | -1.1 | -4 | 1 | i | -3 | -3
CN(CC(=O)O)Cc1oc(CO)cc(=O)c1O | 19 | -0.5 | -6 | 0.1 | -6 | 3 | i | -6 | -10
O=C(NC1CCCC1)c1ccc(COCC(F)(F)F)o1 | -9 | -1.2 | -4 | 1.6 | -12 | 2 | i | -6 | -1
O=C(OCC(=O)N1CCCC1)c1cc(Cl)ccc1Cl | -8 | -0.8 | 3 | 1.7 | -4 | -2 | i | -14 | 2
Cc1ccc2nc(NCCCO)nc(-c3ccccc3)c2c1 | 3 | -1.0 | -1 | -0.2 | -8 | 1 | · | -5 | -3
COc1ccc(Nc2cc(C)nc(NCc3ccccc3)n2)cc1 | 0 | 1.9 | 4 | -1.5 | -2 | 2 | i | -13 | 3
O=C(O)c1ccc(NC(=O)c2ccc3c(c2)C(=O)N(CC2CCCO2)C3=O)cc1 (stereo not drawn) | -3 | -0.4 | 3 | 1.2 | -3 | 3 | i | 0 | 5
COc1ccc2nc(NCCCO)[nH]c2c1 | -47 | -0.1 | -2 | 1.6 | -7 | -3 | i | -4 | -1
CCN(C[C@H]1N[C@@](CC)(C(=O)OC)[C@H]2C(=O)N(Cc3ccccc3)C(=O)[C@@H]12)C(=O)COC | 1 | 0.8 | -3 | 0.7 | -8 | -1 | i | -1 | -2

Going on with the list:
SMILES	PABP1 MLLE inh	Tb MetRS inh	CSN deneddyl inh	MsrA inhibitor	FAS TE block	Rin1 Abl inh	Neddylation inh	bovine MsrA act	eLon inh
CCC(C)(C)NC(=O)c1cc(S(=O)(=O)N2CCc3ccccc32)cn1C	-11	-1.1	1	1.8	6	-3	i	-9	1
CC(=O)c1cccc(-c2ccnc3c2CC(C(=O)NCCc2ccccc2)O3)c1 (stereo not drawn)	1	0.3	3	-0.8	13	3	i	-1	9
COc1cccc(NC(=O)c2nc3nc(C)cc(C(F)F)n3n2)c1	-19	0.5	-6	0.6	-1	-1	i	-1	10
COC(=O)c1ccn(CSc2c(F)c(F)cc(F)c2F)n1	8	0.7	-1	-0.8	-3	5	i	-2	9
O=C1CCCC2=C1C(c1ccccc1)n1c(s/c(=C/c3cccc(F)c3)c1=O)=N2 (stereo not drawn)	-12	-0.2	1	0.0	40	2	i	-1	-6
COc1ccccc1C(=O)NC(CCSC)C(=O)OCC(=O)c1ccc[nH]1 (stereo not drawn)	5	-0.3	2	-1.1	-8	1	i	-2	18
COc1ccc(-n2c(O)c(Cc3ccccc3)c(=O)n3nc(-c4ccccc4)c(=O)cc23)cc1	2	0.4	1	3.7	2	-2	·	-4	11
CC(C)Cc1nc2sc3c(c2c(=O)n1N)CC(C)(C)OC3	-12	-0.1	0	0.1	-2	-2	i	-1	0
COc1cccc(S(=O)(=O)N(C)C[C@H]2Oc3cc(Br)ccc3S(=O)(=O)N([C@@H](C)CO)C[C@H]2C)c1	4	1.1	-5	-0.3	14	0	i	-2	5
Cc1ccc(NC(=O)COC(=O)Cn2nc(C)c([N+](=O)[O-])c2C)c([N+](=O)[O-])c1	-7	-0.6	0	-0.3	-8	4	i	-10	-4
O=S(=O)(NC1CCCC1)c1ccc(S(=O)(=O)N2CCN(c3ccccc3)CC2)cc1	9	0.0	0	-0.8	-4	-3	i	3	13
CCN(C[C@H]1N[C@@](C)(C(=O)OC)[C@H]2C(=O)N(C)C(=O)[C@@H]12)C(=O)Nc1ccc(C(F)(F)F)cc1	6	-2.2	-4	1.2	-1	1	i	-6	-5
COC(=O)c1sc(C(F)(F)F)c(-c2ccccc2)c1S(=O)(=O)N(C)C	-24	·	0	0.8	2	·	i	·	·
O=C(NCCCN1CCOCC1)C1COc2ccccc2O1 (stereo not drawn)	1	-1.4	2	-0.1	-7	-4	i	-12	-1
CCCCOc1ccc(N2C(=O)CC(N(O)c3ccccc3)C2=O)cc1 (stereo not drawn)	6	-0.1	3	-0.3	-2	5	i	1	13
O=C(CC1C(=O)NCCN1Cc1ccc(-c2ccccc2)cc1)NCc1ccccc1 (stereo not drawn)	7	0.8	7	-0.1	2	-1	i	-3	-5
O=C(c1ccc(S(=O)(=O)N2CCCC2)cc1)N(c1ccccc1)C1C=CS(=O)(=O)C1 (stereo not drawn)	6	0.3	1	-0.6	-2	2	i	-4	1
O=C(NCCN1CCN(Cc2ccccc2)CC1)C1c2ccccc2C(=O)N2CCc3ccccc3C12 (stereo not drawn)	-7	-0.3	-3	0.8	-3	-4	i	-3	11
CC(=O)N(C)N1c2ccccc2CCc2ccccc21	6	0.0	-1	0.3	0	2	i	1	-10
NC(=O)C1CCN(C(=O)c2ccc(NS(=O)(=O)c3ccc(F)c(F)c3)cc2)CC1	2	-0.3	-3	-0.3	-7	3	i	1	-1
COc1ccc(CCNc2nc(-c3sc(C)nc3C)cs2)cc1OC	-1	-0.7	-1	-0.3	-9	2	i	-9	1
CC(=O)c1cc2c(cc1NC(=O)Cn1nc(C)c(C)c(C#N)c1=O)OCO2	0	-0.3	0	2.0	1	-1	i	-3	-1
COCc1nc2ccccc2n1Cc1c(F)cccc1Cl	0	-0.8	-10	-0.7	-1	-2	i	-1	1
Cc1ccc(C(=O)NCN2CCN(c3ccc(F)cc3)CC2)cc1	-3	-0.2	-3	-0.5	-2	1	i	-2	2
CC(C)OC(=O)C(C)(C)Oc1ccc(C(=O)c2ccc(Cl)cc2)cc1	-7	-0.7	0	-1.0	·	-3	i	-2	-2
CCOc1cccc(=O)c2c(C)n(Cc3ccccc3)c(C)c12	-8	-0.3	1	2.2	-5	1	i	-4	-3
CCN(C(=O)CSc1nc2ccccc2c(=O)n1-c1cccc(C)c1)C1CCS(=O)(=O)C1 (stereo not drawn)	7	-0.1	-3	0.0	2	-1	i	0	8
O=C(NCc1cccnc1)c1cc(C(=O)C2CC2)c[nH]1	0	-1.1	1	-0.1	0	2	i	-15	12
O=S1(=O)CC(N2CCCC2)CN1Cc1cn(Cc2cccc(C(F)(F)F)c2)nn1 (stereo not drawn)	·	-0.1	1	-0.1	-11	·	i	-2	-10
O=C(CSc1ccccn1)Nc1ccccc1F	6	0.3	-8	-1.7	-11	-6	i	-2	-2
COc1ccc(S(=O)(=O)Cc2ccc(C(=O)N3CCc4ccccc4C3)o2)cc1	-7	-0.5	-1	-0.7	7	2	i	-6	6
Cc1cc2nnc(SCC(=O)NC3CCCCC3)n2c(N)n1	-27	-1.1	-6	-1.2	-5	-1	i	-8	2
O=C(O)CC(c1ccccc1)n1cccc1 (stereo not drawn)	4	-0.1	-1	2.6	-4	2	i	-1	4
COc1ccc(N(CC(=O)Nc2ccccc2C)S(=O)(=O)c2c(C)[nH]c(=O)[nH]c2=O)cc1	-10	-0.1	-3	-0.8	-5	0	i	-2	2
CN(C)CCCNc1ncc(C(F)(F)F)cc1Cl	1	-0.2	1	-0.4	-5	2	i	-2	-9
Nc1ccccc1SC/C=C/CSc1ccccc1N	15	-1.4	-2	1.6	14	3	i	-5	8
N#Cc1nc(-c2ccc(Cl)cc2)oc1NCc1ccco1	-8	-0.3	8	-0.3	0	0	·	-2	2
CCOc1cc(/C=C2\SC(=Nc3ccccc3)N(c3ccccc3)C2=O)ccc1OCC(=O)O	2	0.2	-2	3.7	0	-4	i	-5	-2
Cn1c(SCC(=O)N2CCOCC2)nnc1-c1ccc(NC(=O)c2ccccc2F)cc1	-23	-0.4	0	0.3	-5	1	i	-2	13
Cc1c(C(=O)N2CCCC2)c(S(=O)(=O)N2CCCCC2)c(C)n1C	2	-1.2	2	0.8	-5	4	i	-10	2
COc1ccccc1CNC(=O)COC(=O)Cc1c(Cl)cccc1Cl	-1	-0.5	1	0.7	1	-1	i	-2	2
